FBW7 act: activators of human E3 ligase FBW7; Q969H0; AlphaScreen FBW7–phospho-cyclin E peptide binding, activator screen; normalized activity (activation), % at 26.1 µM; hit rate 0.13% among 650,000; AID 1259310; in the data active means normalized activity above about 1.9%;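 further: purified mutant Fbw7 with reduced substrate affinity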
GPR151 activ: activates the human receptor GPR151; Q8TDV0; PathHunter beta-arrestin GPR151 cells, luminescence; activation, % at 11.2 µM; hit rate 1% among 650,000; AID 1508602; in the data active means activation above about 4.9%;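 further: 0% = median of compound wells and 100% = cells with positive control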
Target sequence (Q8TDV0 whole entry, looked up): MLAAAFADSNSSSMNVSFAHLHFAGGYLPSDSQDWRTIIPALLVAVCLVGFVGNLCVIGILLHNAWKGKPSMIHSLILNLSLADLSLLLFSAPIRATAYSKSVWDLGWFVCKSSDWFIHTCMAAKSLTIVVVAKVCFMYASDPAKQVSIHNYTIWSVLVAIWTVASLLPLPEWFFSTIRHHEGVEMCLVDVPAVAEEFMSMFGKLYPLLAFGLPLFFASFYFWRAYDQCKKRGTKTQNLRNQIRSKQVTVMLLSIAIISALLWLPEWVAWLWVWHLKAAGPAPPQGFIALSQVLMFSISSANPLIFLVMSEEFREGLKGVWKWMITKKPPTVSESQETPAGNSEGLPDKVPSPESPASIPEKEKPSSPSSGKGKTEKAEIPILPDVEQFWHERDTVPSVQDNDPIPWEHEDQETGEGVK
TEAD-YAP block: TEAD-YAP interaction inhibition | HEK-TIYL cells, TEAD-Gal4/YAP UAS-luciferase luminescence | inhibition, % at 9.12 µM | hit rate 1.4% among 640,000; in the data active means inhibition above about 32%;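 further: 0% = median of test compound wells and 100% = reference inhibitor wells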
MITF primary: inhibitors of human MITF | O75030 | AlphaScreen MITF homodimerization, bead proximity signal | inhibition, % at 2.6 µM | hit rate 0.91% among 650,000; in the data active means inhibition above about 50%;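 further: 0% = vehicle wells with protein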
Target sequence (O75030 whole entry, looked up): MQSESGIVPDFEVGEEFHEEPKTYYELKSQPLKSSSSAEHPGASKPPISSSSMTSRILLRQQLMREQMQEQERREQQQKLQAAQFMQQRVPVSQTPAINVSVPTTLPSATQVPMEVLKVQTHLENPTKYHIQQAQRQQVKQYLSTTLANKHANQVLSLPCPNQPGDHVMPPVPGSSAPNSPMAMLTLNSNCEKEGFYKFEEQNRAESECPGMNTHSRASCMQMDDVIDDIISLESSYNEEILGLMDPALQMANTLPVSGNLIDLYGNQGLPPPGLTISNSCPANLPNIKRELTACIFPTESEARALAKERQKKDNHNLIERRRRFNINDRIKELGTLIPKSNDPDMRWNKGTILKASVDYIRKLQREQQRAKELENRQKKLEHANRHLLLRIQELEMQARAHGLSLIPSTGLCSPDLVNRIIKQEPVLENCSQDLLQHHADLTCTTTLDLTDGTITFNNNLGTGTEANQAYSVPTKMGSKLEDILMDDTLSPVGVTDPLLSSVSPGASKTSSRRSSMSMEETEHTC
The depositor's hits bear a star. Outcome played no part in choosing rows. Share with any hit: about 3.5%.

SMILES	FBW7 act	GPR151 activ	TEAD-YAP block	MITF primary
Cc1ccc(CNC(=O)c2oc(=O)c3ccccc3c2-c2ccc(C)cc2)cc1	0.0	-2.0	-3	2
CC(C)N1C(=O)/C(=C/c2ccc3c(c2)OCO3)SC1=S	-0.1	-0.2	-6	-4
CSc1cccc(Nc2nnc(-c3cc4c(CO)cnc(C)c4oc3=O)s2)c1	0.7	-0.6	10	13
Cc1ccc(-c2nc(NC(=O)CSc3ncn[nH]3)ns2)cc1	0.1	0.1	-8	2
O=C1NC(=S)S/C1=C\c1ccc(Br)c([N+](=O)[O-])c1	-0.1	0.8	-17	8
COc1cc(C2C(C(=O)OCCc3ccccc3)=C(C)NC3=C2C(=O)CCC3)ccc1OCc1ccccc1 (stereo not given)	0.1	-0.1	1	8
O=C(Nc1ccc(Cl)c(C(F)(F)F)c1)C(Cc1ccccc1)N1C(=O)C2CCCCC2C1=O (stereo not given)	-0.2	2.1	6	6
Cn1c(=O)cc(N2CCN(C(=O)c3ccccc3)CC2)[nH]c1=O	-0.2	-1.4	-1	0
CC(C)(C)C(=O)NCCCNc1ccc([N+](=O)[O-])cc1Cl	-0.1	-1.7	1	-5
O=C(Nc1nnc(-c2ccc(Cl)cc2)o1)c1ccc([N+](=O)[O-])o1	0.1	2.5	20	-7
O=C(O)c1cc(N=Cc2cc(Br)cc(Cl)c2O)ccc1O	0.5	-1.4	-2	-9
Cc1c(C)n2c(SCc3cccnc3)nnc2[nH]c1=O	0.0	-1.7	0	-7
N#CC1(c2nc3ccccc3c(=O)[nH]2)Cc2ccccc2N2CCCC21 (stereo not given)	-0.1	0.6	11	-7
O=C1OC(c2ccccc2Br)=N/C1=C\c1ccc(OCc2ccccc2)cc1	0.3	-1.1	-6	16
Cc1ccc(-c2nc3ncccc3o2)cc1NC(=O)c1ccc(C#N)cc1F	0.4	0.7	14	13
COc1ccc(-c2cnnn2-c2ccc(NC(=O)C34CC5CC(CC(C5)C3)C4)cc2)cc1OC	-0.1	0.7	-7	5
Cc1nnc(N/N=C/c2cccc3ccccc23)n1N	-0.8	1.0	-3	12
COc1ccc(NC(=O)c2ccccc2Br)cc1[N+](=O)[O-]	0.1	-0.1	-13	2
Cc1cc(Nc2cccc([N+](=O)[O-])c2)c2ccccc2n1	0.0	-1.0	11	1
COc1cccc(C2=NOC(C(=O)Nc3cccnc3Cl)C2)c1OC (stereo not given)	-0.1	0.1	-4	4
CC(C)(C)c1ccc(-c2cc3nc(-c4ccccc4)cc(-c4ccccc4)n3n2)cc1	0.1	-1.4	17	11
O=C(Nc1nnc(-c2cccnc2)s1)c1ccco1	0.9	0.3	5	22
CCOC(=O)c1cnc2ccc(OCC)cc2c1NCC1CCCO1 (stereo not given)	0.8	-0.2	16	10
COCCCNc1nc(C)nc2c1nnn2Cc1ccccc1	-0.1	0.7	-5	0
O=C(N/N=C/c1cc([N+](=O)[O-])ccc1O)C(O)c1ccccc1 (stereo not given)	-0.4	1.4	16	20

The closing 7 records of the part above lead into the next.
SMILES	FBW7 act	GPR151 activ	TEAD-YAP block	MITF primary
Cc1cc(Nc2cccc([N+](=O)[O-])c2)c2ccccc2n1	0.0	-1.0	11	1
COc1cccc(C2=NOC(C(=O)Nc3cccnc3Cl)C2)c1OC (stereo not given)	-0.1	0.1	-4	4
CC(C)(C)c1ccc(-c2cc3nc(-c4ccccc4)cc(-c4ccccc4)n3n2)cc1	0.1	-1.4	17	11
O=C(Nc1nnc(-c2cccnc2)s1)c1ccco1	0.9	0.3	5	22
CCOC(=O)c1cnc2ccc(OCC)cc2c1NCC1CCCO1 (stereo not given)	0.8	-0.2	16	10
COCCCNc1nc(C)nc2c1nnn2Cc1ccccc1	-0.1	0.7	-5	0
O=C(N/N=C/c1cc([N+](=O)[O-])ccc1O)C(O)c1ccccc1 (stereo not given)	-0.4	1.4	16	20
CC(C)Cn1cc(C(=O)NC(C)C)c(=O)c(C(=O)NC(C)c2ccco2)c1 (stereo not given)	-0.1	-0.3	-4	29
Cc1ccc(C(CC(=O)C(C)(C)C)C2C(=O)NC(=O)NC2=O)cc1 (stereo not given)	0.0	-1.1	11	28
O=C(COc1ccc2ccccc2c1)NNC(=O)c1ccccc1[N+](=O)[O-]	0.0	2.0	2	12
Cc1cc(=O)[nH]c2nnc(SCc3ccccc3F)n12	0.5	-0.4	3	21
CCOC(=O)C1=C(C)NC(C)=C(C(=O)OCC)C1c1c(Cl)cccc1Cl	1.0	-1.1	-8	4
CCOc1ccccc1NC(=O)CCc1nnc2ccc(N3CCCCC3)nn12	0.5	-1.8	6	12
CC(C(=O)NCc1ccccc1Br)n1ncn2cccc2c1=O (stereo not given)	0.1	0.5	4	2
CCOc1ccc(C2Oc3ccc(Br)cc3C=C2[N+](=O)[O-])cc1OC (stereo not given)	0.0	0.1	-4	17
COCC1CCCN(Cc2nc(N)c3cc(C)ccc3n2)C1 (stereo not given)	-0.1	1.3	6	-6
CCOC(=O)CSc1nc2c(sc(=S)n2-c2ccc(Cl)c(C)c2)c(=O)n1-c1ccc(F)cc1	0.1	-1.3	-6	-7
O=C(O)Cn1c2ccccc2c2nnc(SCc3ccccc3F)nc21	0.0	0.0	2	6
COc1ccc(OC)c(Nc2nc(-c3c(C)nc4sccn34)cs2)c1	0.6	1.0	16	14
CC(NC(=O)c1ccco1)c1ccc(Cl)cc1 (stereo not given)	0.0	-0.1	1	12
Cc1ccccc1N=Nc1c(C)[nH][nH]c1=O	-0.4	-0.2	5	9
CC(=O)c1ccc(-c2cc(F)cc3c2OC(CNC(=O)/C=C/c2cccnc2)C3)s1 (stereo not given)	0.1	-0.9	33*	0
CC1CCN(c2c(CN3CCCC3)c(=O)oc3ccccc23)CC1	0.1	-0.2	-1	2
CCCc1nc(=S)c2ccccc2[nH]1	0.0	-0.9	-3	-5
CC(C)NC(=O)NC12CC3CC(CC(C3)C1)C2	0.2	0.6	3	0
COc1ccccc1Nc1nnc(SCc2nc3ccc(Cl)cc3n2CCO)s1	0.1	-1.3	-2	4
COc1ccc(C(=O)OCC(=O)c2ccc[nH]2)cc1[N+](=O)[O-]	0.0	0.3	9	0
COC(=O)c1cc(NC(=O)c2nccnc2C(=O)O)cc(C(=O)OC)c1	0.0	-0.1	6	5
OCCCNc1ccc2ncc(-c3cccc(F)c3)n2n1	0.2	0.2	9	18
CC(=O)c1c(C)oc2ccc(OCCN3CCCCC3)cc12	0.2	1.9	1	6
Cc1ccc2c(c1)C(=O)CC1(CCN(CC(=O)Nc3ccccc3F)CC1)O2	0.3	-0.2	-10	9
CC1Cc2ccccc2N1S(=O)(=O)c1nnc(NC(=O)c2cccs2)s1 (stereo not given)	-0.2	2.7	13	-4

Whole records as entered above. Values in the order: FBW7 act	GPR151 activ	TEAD-YAP block	MITF primary
O=C(N/N=C/c1cc([N+](=O)[O-])ccc1O)C(O)c1ccccc1 (stereo not given) in the list: -0.4	1.4	16	20
CCOC(=O)CSc1nc2c(sc(=S)n2-c2ccc(Cl)c(C)c2)c(=O)n1-c1ccc(F)cc1 in the list: 0.1	-1.3	-6	-7
Cc1ccccc1N=Nc1c(C)[nH][nH]c1=O in the list: -0.4	-0.2	5	9
O=C(Nc1nnc(-c2ccc(Cl)cc2)o1)c1ccc([N+](=O)[O-])o1 in the list: 0.1	2.5	20	-7
COc1ccccc1Nc1nnc(SCc2nc3ccc(Cl)cc3n2CCO)s1 in the list: 0.1	-1.3	-2	4

Continuation.
SMILES	FBW7 act	GPR151 activ	TEAD-YAP block	MITF primary
O=C(Nc1ccc(-c2cccc(F)c2)cc1)C1CCCN(C(=O)c2cscn2)C1 (stereo not given)	0.2	-2.3	-33	15
COc1ccc(COCC(O)CN2CCN(c3cccc(Cl)c3)CC2)cc1OC (stereo not given)	0.2	1.4	5	-7
Cc1nc2ccc(N=Cc3ccccc3O)cc2s1	0.0	-0.7	7	16
CN(C)CCCNC(=O)/C(=C/c1cccc([N+](=O)[O-])c1)NC(=O)c1ccccc1	0.1	1.1	-2	11
O=C(CSc1ccccc1[N+](=O)[O-])OCc1ccccc1	-0.1	-0.5	7	17
CNC(=O)c1cc(C#N)c(SCC(=O)O)nc1N	0.1	0.0	1	15
COc1ccccc1N1CCCn2c1nc1c2c(=O)n(CCCc2ccccc2)c(=O)n1C	0.0	-1.1	-5	16
CCOc1cccc2c1OC(c1ccc(F)c(F)c1)N1N=C(c3cccc(OC)c3)CC21 (stereo not given)	0.3	1.4	0	5
O=C(Nc1cnn(CC(=O)N2CCCCC2c2nccs2)c1)c1ccc2c(c1)OCO2 (stereo not given)	-0.1	-1.5	-3	6
O=C(CN1C(=O)CSC1=O)N1Cc2ccccc2OC(c2ccccc2)C1 (stereo not given)	-0.1	0.4	-10	-9
COc1ccc(-c2cc(=O)oc3c(C)c(OCC(=O)N(C)C)ccc23)cc1	0.0	-0.1	-1	-5
Cn1ncc2c(N3CCOCC3)nc(N3CCOCC3)nc21	0.0	0.6	3	9
CC(OC(=O)c1ccc([N+](=O)[O-])cc1)c1nc2ccc([N+](=O)[O-])cc2[nH]1 (stereo not given)	1.0	0.1	4	11
Cc1ccc(N(CC(=O)Nc2ccccn2)S(=O)(=O)c2ccccc2)cc1	0.5	-0.2	-38	-1
O=C(NCCc1ccccc1Cl)c1ccc(N2CC3CC(C2)c2cccc(=O)n2C3)c(NS(=O)(=O)c2ccc(F)cc2)c1 (stereo not given)	-0.4	-0.3	-15	18
CC(=O)Nc1ccc(OCC(O)Cn2c(CO)nc3ccccc32)cc1 (stereo not given)	0.3	2.3	3	19
CC(NC(=O)N(Cc1ccccc1)CC1CC=CCC1)(C(F)(F)F)C(F)(F)F (stereo not given)	-0.1	1.8	4	5
O=C(CSc1nc2ccccc2nc1N1CCOCC1)N1CCC2(CC1)OCCO2	0.0	-0.5	11	2
Cc1c(C(=O)NCCN(C)C)sc2nc(-c3ccccc3)cn12	0.1	0.6	-5	4
CC1(C)CC(=O)C(C2c3ccccc3S(=O)(=O)c3ccccc32)C(=O)C1	0.3	-0.4	3	-2
O=C1C2C3C=CC(C4CC34)C2C(=O)N1/N=C/c1ccc(F)cc1 (stereo not given)	0.7	-0.4	-1	-2
O=C(c1cccn2c(=O)c3ccccc3nc12)N1CCN(Cc2ccc3c(c2)OCO3)CC1	-0.2	0.1	-4	-2
CCn1c(N=Nc2c(O)[nH]c3ccccc23)nc2c1c(=O)n(C)c(=O)n2C	0.0	-0.8	6	2
NC(=O)c1cn(-c2ccccc2)nc1-c1ccc(Cl)s1	-0.1	-0.3	3	-19
O=C(C1CCCCN1S(=O)(=O)c1ccccc1)N1CCCC1 (stereo not given)	0.1	0.5	3	18
(cont.)
SMILES	FBW7 act	GPR151 activ	TEAD-YAP block	MITF primary
c1cc2c(cc1-c1nnc(CN3CCCCCC3)o1)OCO2	0.7	-1.8	-45	3
O=C(Cn1c(=O)oc2ccccc21)N1CCN(c2cc(N3CCOCC3)ncn2)CC1	0.0	-1.6	-2	47
CS(=O)(=O)N(CC(=O)Nc1cccc(F)c1)c1cccc(Br)c1	-0.2	1.2	5	7
O=S(=O)(c1ccc(F)cc1)N1CCC(Cc2ccccc2)CC1	-0.1	0.6	3	4
CSCCCN1CCc2nnc(C(CC(C)C)NC(C)=O)n2CC1 (stereo not given)	0.0	-1.2	-12	1
Cc1cc(C)cc(NC(=O)CCS(=O)(=O)c2ccc3c(c2)n(C)c(=O)c(=O)n3C)c1	-0.1	-0.5	4	10
Nc1nonc1C(=O)N/N=C/c1cccc(I)c1	-0.1	-0.8	4	6
CC(=O)NC(Cc1ccc(F)cc1)C(=O)NC1CCN(C(=O)Nc2ccc(C)cc2)CC1 (stereo not given)	0.2	-0.7	10	16
CCCCCSc1nnc2c(n1)OC(c1cn[nH]c1-c1ccccc1)N(C(C)=O)c1ccccc1-2 (stereo not given)	-0.1	-0.7	-3	0
COc1ccc(OC)c(/C=c2\sc3nc(=O)c(-c4ccccc4)nn3c2=O)c1	0.2	1.0	13	4
CCOc1ccccc1C1C(C#N)=C(SCC(=O)Nc2ccc(OC)cc2)NC(C)=C1C(=O)OC (stereo not given)	0.1	-1.4	-18	10
CS(=O)(=O)c1cccc(S(=O)(=O)Nc2ccc3c(c2)OCO3)c1	1.1	1.8	8	7
COc1ccccc1C(=O)Nc1c2c(nn1C(C)(C)C)CS(=O)C2 (stereo not given)	-0.1	2.2	-15	-8
CC(C)C(=O)N1CC(=O)Nc2ccc(Cl)cc2C1c1ccccc1 (stereo not given)	0.0	0.9	-5	4
CCOc1ccc(/C(O)=C2/C(=O)C(=O)N(c3ccccn3)C2c2ccc(Cl)cc2)c(C)c1 (stereo not given)	0.0	-1.5	-3	-11
COc1ccc(S(=O)(=O)N(C)c2ccccc2)c2cccnc12	-0.1	1.0	-9	5
O=C(Nc1ccc2oc(-c3ccc(F)cc3)nc2c1)c1ccc2ccccc2c1	-0.1	-0.8	3	-2
Cn1c(SCc2cccc(Cl)c2)nnc1-c1ccc(N)cc1	0.4	-1.1	-13	18
CC(C)(C)N(Cc1ccccc1)C(=O)COC(=O)C1CCCCC1	0.1	-0.3	-5	2
CCC(C)NC(=O)C(C)n1nc(C)n2c(cc3occc32)c1=O (stereo not given)	0.0	0.4	-4	8
CC(C)(C)NC(=O)c1ccc(Cl)c(S(=O)(=O)N2CCOCC2)c1	-0.2	-0.5	-5	-2
